AmpC no deterg: inhibitors of E. coli AmpC beta-lactamase without detergent. Potency, µM (highest dose often 57.1 µM), without a hit: at the top dose activity change, negative = inhibition, usual class: inhibitors. AID 485341. hit rate 0.52% among 330,000. P00811. AmpC nitrocefin hydrolysis, absorbance 480 nm, 0.0001% Triton;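 also: potency is read from the fitted curve at half-maximal effect; plate controls were no compound for no effect and no enzyme for full effect; nearly all actives have a fitted effect of over 20% in size; some results filed as inactive show a strong effect at the top dose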
Target sequence (P00811 whole entry, looked up): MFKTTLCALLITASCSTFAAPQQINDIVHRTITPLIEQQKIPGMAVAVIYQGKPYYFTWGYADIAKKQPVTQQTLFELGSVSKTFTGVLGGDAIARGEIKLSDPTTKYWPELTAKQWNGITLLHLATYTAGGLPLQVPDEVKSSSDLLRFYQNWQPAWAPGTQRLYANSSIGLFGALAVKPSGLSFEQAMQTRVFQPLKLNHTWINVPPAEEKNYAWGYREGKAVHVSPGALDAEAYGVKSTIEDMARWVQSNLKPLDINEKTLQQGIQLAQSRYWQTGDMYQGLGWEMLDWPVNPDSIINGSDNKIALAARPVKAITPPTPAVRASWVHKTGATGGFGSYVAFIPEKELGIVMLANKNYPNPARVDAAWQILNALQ
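AmpC (5.3 nM in the dispensed reagent) in 20 mM phosphate pH 7.0 with 0.01% (detergent screen) or 0.0001% Triton X-100 was preincubated with compounds for 15 min at room temperature. Nitrocefin was then added from an 800 uM solution, and hydrolysis was followed at 480 nm.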
LmPK inhibitor: LmPK (Leishmania mexicana) enzyme inhibition; Potency, µM (series often up to 57.5 µM), inactives show top-dose activity change, negative = inhibition, actives largely listed as inhibitors; purified LmPK, Kinase-Glo ATP luminescence, 1 h; hit rate 0.37% among 290,000; Q27686; AID 1721; also: potency is read from the fitted curve at half-maximal effect
Target sequence (Q27686 whole entry, looked up): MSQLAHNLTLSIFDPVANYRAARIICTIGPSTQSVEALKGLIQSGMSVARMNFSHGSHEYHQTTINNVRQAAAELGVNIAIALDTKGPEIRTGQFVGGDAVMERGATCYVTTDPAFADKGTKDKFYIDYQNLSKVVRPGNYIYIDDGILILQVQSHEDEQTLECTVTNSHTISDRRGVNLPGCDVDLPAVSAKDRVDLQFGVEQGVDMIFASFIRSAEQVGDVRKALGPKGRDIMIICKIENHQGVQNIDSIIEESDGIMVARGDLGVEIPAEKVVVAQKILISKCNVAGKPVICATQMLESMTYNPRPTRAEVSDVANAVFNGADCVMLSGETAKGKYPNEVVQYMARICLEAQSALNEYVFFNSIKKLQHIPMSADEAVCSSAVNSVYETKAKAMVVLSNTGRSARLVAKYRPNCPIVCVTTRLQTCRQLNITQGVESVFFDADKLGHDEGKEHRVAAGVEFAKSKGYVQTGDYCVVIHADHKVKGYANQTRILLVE
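Purified LmPK (0.1 nM) with 0.5 mM PEP and 0.1 mM ADP in imidazole buffer pH 7.2 with MgCl2/KCl, 1 h at room temperature. ATP formed was read by luciferase luminescence and normalized to no-enzyme and uninhibited controls.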
AmpC inh detg: inhibitors of E. coli AmpC beta-lactamase with detergent | P00811 | AmpC hydrolysis of nitrocefin, absorbance 480 nm, 0.01% Triton | Potency, µM (top dose mostly 114 µM), inactives show at the highest dose activity change, negative = inhibition, actives largely listed as inhibitors | hit rate 0.041% among 370,000 | AID 485294;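 also: potency is read from the fitted curve at half-maximal effect; 0% = no-compound wells and -100% = no-enzyme wells; nearly all actives have a fitted effect of over 25% in size; some results filed as inactive show a strong effect at the top dose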
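20 mM phosphate pH 7.0 + 0.01% (detergent screen) or 0.0001% Triton X-100; 5.3 nM AmpC reagent; cpd preinc 15 min RT; nitrocefin (800 uM stock) to start; A480 q20 s × 4 min; Activity was normalised to no-enzyme and no-compound control wells.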
AMA1 RON2 block: AMA1-RON2 (P. falciparum) interaction inhibition; AlphaScreen AMA1-biotinylated RON2 peptide binding; Potency, µM (top dose mostly 58.2 µM), inactives show at the highest dose activity change, negative = inhibition, usual class: inhibitors; hit rate 0.2% among 360,000;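 also: potency is read from the fitted curve at half-maximal effect; 0% = vehicle wells and -100% = peptide control; nearly all actives have a fitted effect of over 45% in size; some results filed as inactive show a strong effect at the top dose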
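AMA1 (3D7) with his tag at 25 nM final met compounds first, then biotinylated RON2 peptide at 25 nM; detection used donor plus acceptor beads, 10 µg/mL apiece, read by AlphaScreen after 30 min at room temperature.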
Tb PYK inh: inhibitors of Trypanosoma brucei pyruvate kinase; Q57TT1; TbPYK enzyme, Kinase-Glo Plus ATP luminescence, 45 min; Potency, µM (doses to about 76.8 µM), for the others: top-dose activity, negative = inhibition, usual class: inhibitors; hit rate 0.12% among 410,000; AID 624173; also: potency is read from the fitted curve at half-maximal effect; nearly all actives have a fitted effect of over 50% in size
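Assay buffer: 50 mM TEA pH 7.2, 100 mM KCl, 10 mM MgCl2, 0.05% BSA, 0.01% Tween-20. Pyruvate kinase from T. brucei plus substrate met compound, then ADP (130 uM final). Luminescence was read post 45 min RT.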
HCV inhibitor: inhibitors of hepatitis C virus infection; Huh7.5.1 HCVcc-Cre infection, luciferase reporter, 44 h; Potency, µM (titrated, usually from 41.8 µM), for the others: at the top dose activity change, negative = inhibition, hits mostly inhibitors; hit rate 3.4% among 340,000; also: potency is read from the fitted curve at half-maximal effect
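1,000 cells/well; 4 h culture; + compound; + HCVcc-Cre (~0.5 moi); 44 h; luciferase substrate, RT 15 min; read 15 sec.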
HCMV inh: human cytomegalovirus inhibition. HFF cells, HCMV-luciferase reporter, 72 h; hits give low values. activity change, negative = inhibition, % at 57.5 µM. hit rate 4.5% among 410,000. AID 1259415; in the data active = activity change below about -60%; inconclusive = no clear call, values can overlap the other calls; inactive = above about -39%
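Cell-based, HFFs, 1000 cells/well, 16 h 37C; cpds in DMSO + HCMV-luc, MOI 1 PFU/cell; 72 h 37C; OneGlo luminescence after 5 min RT; norm. to buffer vs Salinomycin 10uM.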
An asterisk follows results filed as active; ? = inconclusive; / = no result given; ! = not confirmed by another sample; [ ] = dose if it differs, or a comment. Unless noted, calls follow the shape of the dose curve; as a rule, active = well fitted curve in the direction sought with a large enough effect; inconclusive = small, poorly fitted or top-dose-only effect, or another doubt; inactive = no such curve, though single readings can be large; an effect the other way counts as inactive or inconclusive. Unless noted, % is scaled to controls: 0 for no effect and ±100 for the full control effect.

SMILES | AmpC no deterg | LmPK inhibitor | AmpC inh detg | AMA1 RON2 block | Tb PYK inh | HCV inhibitor | HCMV inh
c1ccc(CCn2cnc3ccccc32)cc1 | -12% | -2% | 4% | -9% | -14% | 7% | -12
CCOc1cc(/C=C2\C(=O)ON=C2C)ccc1OCc1ccccc1 | -9% | 0% | -8% | -8%[2.32 µM] | -30% | -3% | -76*
O=C1Nc2ccccc2C1(O)c1ccccc1O (stereo not drawn) | -10% | -1% | -13% | 8% | 3% | 8% | 20
Cc1cc(C)c2c3c(oc2n1)C(=O)N(c1cccc(Cl)c1)CC(=O)N3 | -16% | 0% | -7% | -4% | 3% | 7% | -25
OCC1(Cc2ccccc2F)CCCN(CCc2ccccc2)C1 (stereo not drawn) | -2% | 5% | ? | 13% | 1% | 3% | 35
COc1cccc(/C=N\NC(=O)Cn2nnc3ccccc32)c1O | -38% | 1% | 5% | 62%[activator] | 2% | -41% | -16
O=C(NNS(=O)(=O)c1ccccc1[N+](=O)[O-])c1ccccc1Cl | -10% | 10% | 3% | 11% | 3% | 6% | -10
CCc1ccc(S(=O)(=O)Nc2ccc(Br)cn2)cc1 | -35% | 6% | -10% | 33%[activator] | 3% | 20% | 17
Cc1[nH]c(=O)[nH]c(=O)c1NC(=O)CSc1ncccc1-c1nc2ccccc2[nH]1 | -9% | 0% | -2% | -8% | 3% | -5% | 12
O=c1cc(CSc2nnc3ccccn23)c2c(ccc3ccccc32)o1 | -41% | 6% | -10% | 4% | -11% | 23% | 4
Cc1ccc(/C=C(\NC(=O)c2ccccc2)C(=O)NCC2CCCO2)o1 (stereo not drawn) | -4% | 4% | -4% | 55%[activator] | -8% | -14% | 14
O=C1OC(c2ccc3c(c2)OCO3)N(C(=O)c2ccc(Cl)c(Cl)c2)c2ccccc21 (stereo not drawn) | -59% | 6% | 0% | -15% | 4% | ? | 7
Cc1cc(C(=O)CS(=O)(=O)c2ccc(F)cc2)cc(C)c1OC(=O)N(C)C | 42% | -18% | -5% | 1% | 3% | ? | 13
CC(=O)N(C)c1ccc(OCC(O)CN(c2ccccc2C)S(=O)(=O)c2ccc(C)cc2)cc1 (stereo not drawn) | 192%[activator] | 0% | -11% | -6% | 1% | ? | -10
Cc1cc(C)n(-c2nc3c(c(=O)n(C)c(=O)n3C)n2Cc2cccc(Br)c2)n1 | / | / | / | -3% | 1% | 1% | -17
c1ccc2ncc(-n3ccnc3)cc2c1 | / | / | / | 2% | -1% | / | -6
Cc1ccc(Cl)cc1N1CCN(C(=O)C2CCN(c3nnc(-n4cccc4)s3)CC2)CC1 | 1.8µM* | 0% | ? | 32%[activator] | -1% | 13µM* | ?
COc1ccccc1NS(=O)(=O)c1ccc(C)c(C(=O)NCC(c2ccco2)N2CCCCC2)c1 (stereo not drawn) | 47% | 6% | -1% | 13% | 1% | / | 6
Cc1ccc(-c2nc(N)n(C(=O)c3cccs3)n2)cc1 | -14% | 14% | 3% | 9% | -5% | 19% | /
O=C(Cn1c(-c2ccccc2)c[n+]2ccsc12)c1ccccc1 | 3% | 10% | 4% | 5% | -8% | -1% | -62*
Cc1ccccc1N1CCN(C(=O)c2cccnc2)CC1 | / | / | / | 5% | 0% | 2% | -7
N#Cc1cccnc1N1CCN(C(=O)c2ccc3c(c2)S(=O)(=O)c2ccccc2C3=O)CC1 | / | / | / | 17% | 2% | 16% | 19
CCc1nnc(NS(=O)(=O)c2ccc(NC(=S)NC(=O)c3ccccc3)cc2)s1 | -36% | -3% | -5% | 39%[activator] | -9% | 34%[activator] | -19
Cc1nn(C)c(C)c1/C=C(/C(=O)C(C)C)n1cncn1 | -10% | 3% | -3% | 9% | -1% | -11% | 17
O=C1C(=O)N(Cc2cccnc2)C(c2cccc(F)c2)/C1=C(/O)c1ccc2c(c1)OCO2 (stereo not drawn) | -26% | 1% | -2% | -3% | -1% | 18% | ?
CCCn1c(SCC(=O)NCc2ccccc2)n[nH]c1=O | -24% | 2% | -7% | 9% | -2% | 9% | -22
CN1C(=O)c2ccccc2Sc2ccc(NC(=O)c3ccc(C#N)cc3)cc21 | / | / | 10% | / | 5% | / | -28
COc1cccc(C(=O)C2CCCN(Cc3cnn(C(C)C)c3)C2)c1 (stereo not drawn) | -9% | 5% | 6% | 15% | 1% | 1% | 18
Cc1ccc(-c2noc(CCC(=O)N3CCN(c4cccc(C(F)(F)F)c4)CC3)n2)cc1 | 52% | 4% | -12% | -4% | -12% | 11µM*! | -21
FC(F)(F)c1cc(C(F)(F)F)c2ccc(N/N=C/c3cccc(Cl)c3)nc2n1 | -19% | 0% | -4% | / | / | / | /
Cc1cccc(N2CC3=C(C2=O)C(c2ccccc2)NC(=O)N3C)c1 (stereo not drawn) | 1% | 5% | 1% | 12% | -4% | 12% | 25
NC(=O)C1CC(=O)N(Cc2ccc3c(c2)OCO3)C(=Nc2ccccc2)S1 (stereo not drawn) | 67%[activator] | 1% | -16% | -4% | 4% | 12% | ?
CC1(C)CC(=O)C2=C(C1)OC(N)=C(C#N)C21C(=O)N(CN2CCOCC2)c2ccccc21 (stereo not drawn) | -5% | -3% | -3% | 14% | -10% | 18% | 12
Cc1ccc([N+](=O)[O-])cc1NC(=O)CN1CCC(C)CC1 | -1% | -3% | 3% | -4% | -1% | -5% | -4
CCOc1ccc(NC(=O)CN2CCN(C(=O)c3ccco3)CC2)cc1S(=O)(=O)N1CCCC1 | 14% | / | -2% | -4%[11.6 µM] | -7% | 3% | 35
CC(=O)Nc1cccc(NC(=O)COc2ccccc2C)c1 | -5% | -2% | ? | 1% | 8% | -25% | 6
CCCOc1cccc(C2c3c(oc4cc(C)c(C)cc4c3=O)C(=O)N2CCCN2CCOCC2)c1 (stereo not drawn) | / | / | 25% | / | -5% | / | ?
CCN(Cc1ccccc1)C(c1ccncc1)c1nnnn1C(C)(C)C (stereo not drawn) | 69%[activator] | 1% | ? | -9% | 2% | 13% | -25
COc1cc(OC)c(N(C)C(=O)c2c(C)oc3ncn(CC(C)C)c(=O)c23)cc1Cl | / | / | 9% | / | -20% | / | 11
N/C(=N\OC(=O)CCCN1C(=O)c2ccccc2C1=O)c1ccc(Cl)cc1 | 2% | 4% | -1% | 0% | 0% | 5% | ?
COc1ccc(-c2ccc(=O)n(CC(=O)NCC3COCCO3)n2)cc1 (stereo not drawn) | -21% | / | ? | -6% | -5% | 15% | -18
Cc1ccc(C(O)(C(=O)NN(C(=O)c2ccccc2)c2ccccc2)c2ccc(C)cc2)cc1 | -48% | -4% | -14% | 12% | -10% | 4% | 29
Cc1ccc(C)c(Cn2c(=O)n(CCCC(=O)NCc3ccc4c(c3)OCO4)c(=O)c3sccc32)c1 | / | / | -1% | / | -2% | / | -21
Cn1nnc(NC(=S)NC(=O)c2cccc3ccccc23)n1 | -34% | -4% | -3% | 68%[activator] | -8% | 6% | 16
CCC(=O)N1CCC1(C)C(=O)Nc1ccc(OC(F)F)cc1 (stereo not drawn) | / | / | / | -2% | -1% | / | -63*

Record cards, as listed above. Values in the order: AmpC no deterg, LmPK inhibitor, AmpC inh detg, AMA1 RON2 block, Tb PYK inh, HCV inhibitor, HCMV inh
Shown for CCC(=O)N1CCC1(C)C(=O)Nc1ccc(OC(F)F)cc1 (stereo not drawn) → /, /, /, -2%, -1%, /, -63*
Shown for COc1ccc(-c2ccc(=O)n(CC(=O)NCC3COCCO3)n2)cc1 (stereo not drawn) → -21%, /, ?, -6%, -5%, 15%, -18
Shown for CC1(C)CC(=O)C2=C(C1)OC(N)=C(C#N)C21C(=O)N(CN2CCOCC2)c2ccccc21 (stereo not drawn) → -5%, -3%, -3%, 14%, -10%, 18%, 12
Shown for NC(=O)C1CC(=O)N(Cc2ccc3c(c2)OCO3)C(=Nc2ccccc2)S1 (stereo not drawn) → 67%[activator], 1%, -16%, -4%, 4%, 12%, ?

(continued)
SMILES | AmpC no deterg | LmPK inhibitor | AmpC inh detg | AMA1 RON2 block | Tb PYK inh | HCV inhibitor | HCMV inh
CCCCNC(=O)C1CCN(c2nc3ccc(C)cc3[nH]2)CC1 | / | / | 0% | / | -8%[15.4 µM] | / | 0
CCc1ccccc1-n1c(SCC(=O)NC)nnc1-c1ccco1 | -4% | 0% | ? | -7% | 6% | 1% | 39
CC1=C(C(=O)Nc2ccccc2)C(c2ccc(C)cc2)n2nc(SCc3ccccc3C)nc2N1 (stereo not drawn) | / | / | 15% | / | 2% | / | 1
Cc1cc2c(cc1S(=O)(=O)Nc1cccc(F)c1)n(C)c(=O)c(=O)n2C | -1% | 0% | -11% | -6% | 5% | 8% | 5
c1ccc2nc3ccccc3nc2c1 | -20% | -3% | ? | 0% | 1% | 30%[activator] | -14
Cn1nccc1C(=O)NCc1ccc2c(c1)CCN2C(=O)c1ccc(F)cc1 | / | / | -4% | / | -2% | / | -1
COc1cc2nc(SCC(=O)Nc3ccc(F)cc3)n3nc(CCn4c(C)nc5ccccc54)nc3c2cc1OC | / | / | 11% | / | 1% | / | 9
C[C@@H](NC(=O)c1nc[nH]c1C(=O)NCc1ccccc1)c1ccccc1 | 6% | / | 5% | 105%[activator] | -5% | 12% | -7
Cc1ccc(O)c(C(CC(=O)NCc2ccco2)c2ccccc2)c1 (stereo not drawn) | -26% | -5% | -4% | -4% | 0% | -12% | 38
CCOC(=O)c1[nH]c(C)c(C(=O)Nc2ccc(Cl)cc2)c1C | -38% | 1% | ? | -8% | -2% | -19% | 31
COc1ccccc1NC(=O)COC(=O)C12CC3CC(CC(Br)(C3)C1)C2 | -17% | / | / | 10% | -6% | 11% | 0
CC1CCCN(Cc2c(O)ccc3c(=O)c(-c4ccccc4Cl)c(C(F)(F)F)oc23)C1 (stereo not drawn) | / | / | 12% | / | 2% | / | 6
O=C(CCCOc1ccc(Cl)cc1Cl)N/N=C/c1ccco1 | -25% | 1% | 3% | 18% | 15% | ? | ?
Cc1cccc(C)c1NC(=O)CN(C)C(=O)c1cc(S(=O)(=O)N2CCOCC2)ccc1N1CCCC1 | 51% | / | 0% | -10% | -1% | -7% | 1
Cc1ccc(NS(=O)(=O)c2csc(C(N)=O)c2)cc1C | -14% | 0% | 8% | 9% | 1% | ? | ?
CC1CCC(Nc2nc3c(-c4cccc(C(F)(F)F)c4)nnn3c3ccccc23)CC1 (stereo not drawn) | / | / | 10% | / | 2% | / | 36
CCOC(=O)N1CCC(NC(=O)c2cn(-c3ccc(OC)cc3)c(=O)c3ccccc23)CC1 | 55% | -2% | -17% | -5% | -3% | 0% | -7

Compounds as they come (roughly 7.5% active in at least one column).
